HT1080-NT tox – kills 2HG-producing HT-1080-NT fibrosarcoma cells; HT-1080-NT fibrosarcoma viability, CellTiter-Glo ATP luminescence, 48 h; Potency, µM (series often up to 46.1 µM), inactives show top-dose activity, negative = less viability, hits mostly cytotoxic; 1.6% of 360,000 active;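 also: NT is the 2HG producing partner of a matched IDH1 knockdown line; potency is read from the fitted curve at half-maximal effect; 0% = DMSO-treated cells and -100% = media-only wells without cells; nearly all actives have a fitted effect of over 55% in size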
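HT-1080-NT; 750 cells/well; 5% FBS RPMI; 48 h compound, 37 degrees C; CellTiter-Glo luminescence; curve fitting and curve-class assignment.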
ATXN viability – viability counter-screen for ATXN expression inhibitors; S2 cells (HEK-293 line with an ATXN2-luciferase reporter) viability, CellTiter-Fluor protease fluorescence, 24 h; Potency, µM (titrated, usually from 56.7 µM), most hits filed as cytotoxic; 0.49% of 400,000 active; AID 651635; also: potency is read from the fitted curve at half-maximal effect; nearly all actives have a fitted effect of over 40% in size
IL-1B inflam inh – inhibitors of inflammasome signaling (IL-1 beta secretion) | THP-1 LPS/ATP IL-1B secretion, AlphaLISA, 16 h; stronger effect = lower value | activity change, % at 57.5 µM | 4.7% of 360,000 active | AID 743279; in the data active = activity change below about -50%; inconclusive = mostly about -30% to -49%; also: % is scaled to controls: 0 for no effect and ±100 for the full control effect
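Secreted IL-1B measured by AlphaLISA bead assay after 16 h compound exposure of THP-1 cells; compounds (final up to 57.5 uM) added 1 h before LPS (250 ng/mL) and ATP (1.25 mM) stimulation; lower signal means less secretion.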
ATXN2 expr inh – inhibitors of ATXN2 expression | HEK-293 ATXN2-luciferase reporter, luminescence, 24 h | Potency, µM (series often up to 57 µM), for inactives: top-dose activity change, negative = inhibition, actives largely listed as inhibitors | 0.72% of 360,000 active | AID 1745845; also: potency is read from the fitted curve at half-maximal effect; % is scaled to controls: 0 for no effect and ±100 for the full control effect; nearly all actives have a fitted effect of over 55% in size
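ATXN2-luciferase reporter cells (luciferase flanked by upstream and downstream ATXN2 gene portions) were treated 24 h at 37 °C with compounds at up to 57 uM. SteadyGlo luminescence gave expression; GF-AFC fluorescence gave viability.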
KB-3-1 cytotox – KB-3-1 parental cell cytotoxicity. AID 1347075. 1.4% of 400,000 active. KB-3-1 viability, CellTiter-Glo ATP luminescence, 72 h. Potency, µM (series often up to 46.1 µM), inactives show top-dose activity change, negative = cytotoxic, most hits filed as cytotoxic; also: potency is read from the fitted curve at half-maximal effect; % is scaled to controls: 0 for no effect and ±100 for the full control effect; nearly all actives have a fitted effect of over 60% in size
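Parental KB-3-1 viability, qHTS format: 72 h compound exposure, 37 °C; CellTiter-Glo; media-only wells and DMSO plates as controls; concentration-effect fits on corrected data.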
HepG2 viability – kills HepG2 cells in TGF-b inhibitor counter-screen | HepG2 CAGA-GFP viability, ATP luminescence, 18 h | Potency, µM (titrated, usually from 46.1 µM), without a hit: at the highest dose activity change, negative = cytotoxicity, hits mostly cytotoxic | 0.76% of 410,000 active; also: potency is read from the fitted curve at half-maximal effect; some results filed as inactive show a strong effect at the top dose
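CellTiter-Glo luminescence gave cytotoxicity after 18 hours at 37 degrees C. The cells were HepG2 CAGA-GFP in 1% FBS DMEM, stimulated with 500 pg/mL TGF-beta after compound addition. %Activity was normalised to no-cell wells (complete cell-killing) and DMSO (no toxicity), and curves were fitted and classified.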
HT1080 IDH1KD tx – toxicity to HT-1080 IDH1 knockdown cells (counter line) | HT-1080 IDH1 knockdown viability, ATP luminescence, 48 h | Potency, µM (series often up to 46.1 µM), for inactives: at the top dose activity, negative = toxicity, hits mostly cytotoxic | 2% of 360,000 active;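 also: potency is read from the fitted curve at half-maximal effect; 0% = DMSO wells and -100% = cell-free medium wells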
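Knockdown cells (IDH1KD HT-1080) received compounds 2 h after plating at 750 cells/well and were kept 48 h at 37 °C in 5% FBS RPMI. A CellTiter-Glo luminescence read gave % activity for curve fitting.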
SW480 rereplic – inducers of DNA re-replication in SW480 colon cancer cells | SW480 DNA re-replication, Hoechst DNA content imaging, 48 h | Potency, µM (highest dose often 46.1 µM), inactives show at the highest dose re-replication activation, hits mostly activators | 1.8% of 340,000 active; also: potency is read from the fitted curve at half-maximal effect; % of control where 0% means no effect; nearly all actives have a fitted effect of over 55% in size
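Cells (250 per well) received 23 nL compound or DMSO by pin tool and were kept 48 hr at 37 C, 5% CO2. Nuclei were then stained with Hoechst for 40 min and scanned for DNA content.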
MCF10A rerep – inducers of DNA re-replication in MCF 10A breast cells | MCF 10A DNA re-replication, Hoechst nuclear intensity, 48 h | 2.9% of 350,000 active | Potency, µM (highest dose often 46.1 µM), without a hit: at the highest dose activity, positive = re-replication, usual class: activators; also: potency is read from the fitted curve at half-maximal effect; % of control where 0% means no effect; nearly all actives have a fitted effect of over 50% in size
Starred values were filed as active, the others as inactive; i = inactive; ? = inconclusive; nt = no result given; & = joins results of further samples; [ ] = another dose, or the depositor's remark. Unless noted, calls follow the shape of the dose curve; as a rule, active = well fitted curve in the direction sought with a large enough effect; inconclusive = small, poorly fitted or top-dose-only effect, or another doubt; inactive = no such curve, though single readings can be large; an effect the other way counts as inactive or inconclusive. No enrichment for hits; any-hit rate near 8.9%.

nr	smiles	ATXN viability	HT1080 IDH1KD tx	MCF10A rerep	IL-1B inflam inh	SW480 rereplic	HepG2 viability	HT1080-NT tox	KB-3-1 cytotox	ATXN2 expr inh
1	COCC(=O)NCCc1ccc(S(N)(=O)=O)cc1	i	26%	-5%	12	-7%	2%	1%	-3%	0%
2	CC(=O)N(CCC1(c2ccc(C)cc2)CCOC(C(C)C)C1)Cc1ccco1 (stereo not given)	?	-14%	?	-9	-10%	-2%	3%	5%	-23%
3	CCC(Cc1ccccc1)NC(=O)CCc1ccccc1 (stereo not given)	i	-9%	-2%	-8	-3%[9.22 µM]	0%	-6%	-9%	5%
4	c1ccc2c(c1)oc1c(Nc3ccc4c(c3)OCO4)ncnc12	i	?	2%	-10	4%	13%	?	9%	26%
5	Cc1c(Cl)cccc1NC(=O)c1cc(-c2ccccc2O)n[nH]1	i	?	34%	-60*	-7%	-43%	?	-24%	35%[activator]
6	C=CCNC(=O)COc1ccccc1C#N	i	1%	-2%	11	-18%	8%	0%	8%	24%
7	CC[C@]12c3[nH]c4ccc(OC)cc4c3CCN1C(=O)C(CC(=O)NCCCOC)C[C@@H]2C(=O)N1CCN(C(=O)c2ccco2)CC1 (stereo not given in full)	i	4%	1%	0	-1%	-19%	3%	0%	6%
8	CCOCCOC(=O)c1ccc(NC(=O)C2COc3ccccc3O2)cc1 (stereo not given)	i	1%	-1%	0	0%	-3%	2%	6%	14%
9	CC(=O)c1ccc(OCC(O)CN2CCN(Cc3ccccc3)CC2)cc1 (stereo not given)	i	-1%	1%	-15	3%	7%	0%	-9%	-10%
10	C=C(C)c1cccc(C(C)(C)NC(=O)NCCCn2ccnc2)c1	i	0%	-1%	20	-3%	-1%	-2%	24%	-3%
11	CCCOc1ccccc1-c1nc(SCCC(=O)O)n[nH]1	i	-23%	-5%	26	0%	-1%	2%	-4%	-18%
12	COCCNC(=O)C(c1ccc(C)o1)N(C(=O)c1snc(C(N)=O)c1N)c1cccc(C)c1 (stereo not given)	i	-25%	-2%	-12	-6%	-65%	0%	-4%	5%
13	COc1ccc(C(=O)O)cc1S(=O)(=O)NCCCN1CCCC1=O	i	-1%[9.24 µM]	-4%	1	-2%	11%	-3%	16%	4%
14	CCOC(=O)N1CCN(C(=O)C(CC)n2nc(C)c3sc4ccccc4c3c2=O)CC1 (stereo not given)	i	?	-4%	3	1%	13%	?	-15%	-8%
15	CN(C)C=Nc1c(C(=O)c2ccccc2)sc2nccc(N(C)C)c12	i	-15%	7%	-54*	-106%[inhibitor]	4%	-9%	5%	16%
16	Cc1c(NC(=O)c2cccc(NC(=O)COc3cccc(Br)c3)c2)c(=O)n(-c2ccccc2)n1C	i	-1%	-4%	2	-6%	-4%	-13%	-3%	-27%
17	Cc1nc2ccc(NC(=O)C(F)(F)F)cc2o1	i	0%	-2%	0	-5%	-4%	-12%	2%	4%
18	CC(C)Cn1c(=O)c2sccc2n2c(CCCC(=O)N3CCC(N4CCCCC4)CC3)nnc12	i	-1%	0%	30	-9%	-8%	-2%	-2%	4%
19	Cc1c(C(=O)NCc2ccc3c(c2)OCO3)oc2ccc(S(=O)(=O)N3CCC(C)CC3)cc12	?	-25%	4%	78	0%	-40%	-3%	-3%	-13%
20	Cc1cccc(C(=O)OC(C)CN2C(C)CCCC2C)c1 (stereo not given)	i	0%	4%	7	-6%	6%	7%	5%	-9%
21	CCc1ccc(CNC(=O)CN(c2ccc(C)cc2)S(=O)(=O)N(C)C)cc1	i	nt	nt	nt	nt	-15%	nt	7%	-7%
22	O=C(CN(c1ccccc1F)S(=O)(=O)c1ccccc1)Nc1ccccc1C(=O)N1CCOCC1	i	-8%	?	-17	0%	-14%	0%	-4%	2%
23	O=C(O)c1cccc(NC(=O)c2cc(NC(=O)c3ccccc3)cc(NC(=O)c3ccccc3)c2)c1	i	10%	5%	2	0%	12%	19%	10%	6%
24	O=S(=O)(NCCC1=CCCCC1)c1ccccc1Br	i	-3%	4%	-4	0%	-1%	-1%	0%	4%
25	CN(c1cc2c(c3c1ccn3C)C1CCC2O1)C1CCCCC1 (stereo not given)	?	?	nt	26	nt	12%	?	?	-24%
26	Cc1nc2ccccc2c(=O)n1/N=C/c1ccccc1O	i	?	-1%	98	?	-41%	?	0%	?
27	O=C(Cc1ccc(Cl)cc1)Oc1cccc2cccnc12	i	-1%	?	-100*	?	-95%	3%	?	-27%
28	Cc1ccc(NC(=O)CCS(=O)(=O)c2ccc(Br)s2)c(Br)c1	i	nt	nt	nt	nt	-19%	nt	6%	10%
29	CCOC(=O)CCCc1ccc(/C(C)=N/NC(N)=S)cc1	?	?	20%	-2	-1%	-7%	16µM*	?	-23%
30	COc1cc(/C=N/NC(=O)CNC(=O)c2ccc3c(c2)OCCO3)ccc1O	i	1%	6%	-9	-1%	-29%	21%	1%	2%
31	Cc1cc(NC(=O)C(C)SCC(=O)N(C)CC(=O)Nc2ccccc2C(F)(F)F)no1 (stereo not given)	i	10%	0%	17	-9%	2%	16%	0%	-4%
32	COC(=O)C[C@H]1c2cc(C(F)(F)F)ccc2S(=O)(=O)N1Cc1ccccc1	i	7%	-1%	25	-1%	-5%&1%	26%	?	8%
33	COc1ccc(N2CCN(C(=O)COc3ccccc3C#N)CC2)cc1	?	nt	nt	nt	nt	-6%	nt	3%	0%
34	Cc1ccccc1C(=O)OCC(=O)Nc1cccc(S(=O)(=O)N2CCCCC2)c1	i	2%	nt	21	nt	1%	-8%	8%	nt
35	COc1ccc2c(c1)NC(c1cccnc1)=NC(c1ccc(F)cc1)=N2	i	nt	nt	nt	nt	1%	nt	-3%	12%
36	CCOc1ccc(-c2cc3c(=O)n(CC(=O)Nc4c(C)cccc4C)ccn3n2)cc1	i	nt	nt	nt	nt	8%	nt	-16%	0%
37	COc1cccc(/C=N/NC(=O)CCCC(=O)Nc2ccc(Br)cc2)c1	i	-13%	4%	4	-5%	2%	-9%	-6%	8%
38	O=C(c1cc(-c2ccco2)nn1-c1cccc(Cl)c1)N1CCCCC1	i	1%[9.24 µM]	?	0	0%	0%	?	12%	9%
39	O=C1NC2(CCCC2)C(=O)N1CC(=O)N(Cc1ccccc1)c1ccccc1	i	14%	-5%	0	-48%[inhibitor]	-10%	-1%	1%	0%
40	CC(C)(C)C(=O)N(Cc1ccc(Cl)cc1)Cc1cccnc1	?	2%	1%	0	9%	0%	-4%	-11%	nt
41	COc1ccc(C(=O)Cn2nnc(-c3cccs3)n2)cc1	i	-1%	-189%[0.0737 µM]	38	-22%	-12%	-6%	7%	22%
42	COc1cccc(C(=O)N(CN2CCCC2=O)c2ccccc2OC)c1	i	4%	0%	14	1%	-5%	-6%	-10%	-5%
43	C=C1C[C@@]23CCC4[C@@](C)(CCC[C@@]4(C)C(=O)O)C2CC[C@]1(O)C3 (stereo not given in full)	i	9%	29%	29	-4%	-10%	5%	?	-3%
44	COC(=O)c1ccc(OCC(O)CNCC(c2ccc(OC)cc2)N(C)C)c(OC)c1 (stereo not given)	i	11%	-2%	-11	?	-33%	-4%	-3%	5%
45	COc1c2ccoc2nc2c(OC)cccc12	i	-6%	-4%	-22	-1%	-2%	-8%	8%	23%

Entries of single compounds from above.
`Cc1ccccc1C(=O)OCC(=O)Nc1cccc(S(=O)(=O)N2CCCCC2)c1` is listed with ATXN viability = i; HT1080 IDH1KD tx = 2%; MCF10A rerep = nt; IL-1B inflam inh = 21; SW480 rereplic = nt; HepG2 viability = 1%; HT1080-NT tox = -8%; KB-3-1 cytotox = 8%; ATXN2 expr inh = nt
`C=C1C[C@@]23CCC4[C@@](C)(CCC[C@@]4(C)C(=O)O)C2CC[C@]1(O)C3` (stereo not given in full) is listed with ATXN viability = i; HT1080 IDH1KD tx = 9%; MCF10A rerep = 29%; IL-1B inflam inh = 29; SW480 rereplic = -4%; HepG2 viability = -10%; HT1080-NT tox = 5%; KB-3-1 cytotox = ?; ATXN2 expr inh = -3%

Following part.
nr	smiles	ATXN viability	HT1080 IDH1KD tx	MCF10A rerep	IL-1B inflam inh	SW480 rereplic	HepG2 viability	HT1080-NT tox	KB-3-1 cytotox	ATXN2 expr inh
46	Cc1onc(-c2ccccc2)c1C(=O)NCC1COc2ccccc2O1 (stereo not given)	i	-2%	7%	6	-5%	6%	-11%	12%	-20%
47	CCCCC(=O)Nc1nnc(CCOC)s1	i	3%	4%	-3	-2%	-14%	10%	4%	nt
48	CCn1c(CNC(=O)Cc2ccc(OC)cc2)nnc1SCC(=O)Nc1nccs1	i	7%	-3%	-7	-4%	-2%	-2%	-7%	0%
49	CC(C)C(C(=O)Nc1ccccc1)N1C(=O)c2ccccc2C1=O (stereo not given)	i	3%	8%	8	-8%	1%	?	-2%	-1%
50	CCOc1cccc2sc(N(CCCN(C)C)C(=O)c3ccc(C(=O)c4ccccc4)cc3)nc12	?	?	5%	-88*	?	-82%	26µM*	-15%	?
51	CCN(CC)c1ccc(NC(=O)CSc2nc(C)cc(=O)[nH]2)cc1	i	-6%	-4%	29	-4%	6%	2%	6%	0%
52	CCOc1ccc(N2CC(C(=O)NCCc3ccc(S(N)(=O)=O)cc3)CC2=O)cc1 (stereo not given)	i	16%	-5%	-2	15%	1%	-1%	6%	-5%
53	Cc1nc2ncnn2c(C)c1CCC(=O)N1CCOCC1	i	-2%	0%	25	2%	4%	-8%	1%	1%
54	CC(=C/c1ccccc1)/C=N/NC(=O)c1cccs1	i	-22%	13%	nt	-5%	-22%	-17%	4%	86%[activator]

From PubChem BioAssay
